KDM5B inhibitor: KDM5B demethylase inhibition; 2.6% of 220,000 active; Q9UGL1; AID 1347165; KDM5B demethylase, FDH-coupled NADH fluorescence (FDH is formaldehyde dehydrogenase); Potency, µM (doses to about 57.7 µM), for inactives: top-dose activity change, negative = inhibition, actives largely listed as inhibitors; active = well fitted inhibition curve with a large enough effect; inconclusive = small, poorly fitted or top-dose-only effect; inactive = no such curve, though single readings can be large or run the other way; note: 0% is about no effect; nearly all actives have a fitted effect of over 70% in size
Target sequence (Q9UGL1 whole entry, looked up): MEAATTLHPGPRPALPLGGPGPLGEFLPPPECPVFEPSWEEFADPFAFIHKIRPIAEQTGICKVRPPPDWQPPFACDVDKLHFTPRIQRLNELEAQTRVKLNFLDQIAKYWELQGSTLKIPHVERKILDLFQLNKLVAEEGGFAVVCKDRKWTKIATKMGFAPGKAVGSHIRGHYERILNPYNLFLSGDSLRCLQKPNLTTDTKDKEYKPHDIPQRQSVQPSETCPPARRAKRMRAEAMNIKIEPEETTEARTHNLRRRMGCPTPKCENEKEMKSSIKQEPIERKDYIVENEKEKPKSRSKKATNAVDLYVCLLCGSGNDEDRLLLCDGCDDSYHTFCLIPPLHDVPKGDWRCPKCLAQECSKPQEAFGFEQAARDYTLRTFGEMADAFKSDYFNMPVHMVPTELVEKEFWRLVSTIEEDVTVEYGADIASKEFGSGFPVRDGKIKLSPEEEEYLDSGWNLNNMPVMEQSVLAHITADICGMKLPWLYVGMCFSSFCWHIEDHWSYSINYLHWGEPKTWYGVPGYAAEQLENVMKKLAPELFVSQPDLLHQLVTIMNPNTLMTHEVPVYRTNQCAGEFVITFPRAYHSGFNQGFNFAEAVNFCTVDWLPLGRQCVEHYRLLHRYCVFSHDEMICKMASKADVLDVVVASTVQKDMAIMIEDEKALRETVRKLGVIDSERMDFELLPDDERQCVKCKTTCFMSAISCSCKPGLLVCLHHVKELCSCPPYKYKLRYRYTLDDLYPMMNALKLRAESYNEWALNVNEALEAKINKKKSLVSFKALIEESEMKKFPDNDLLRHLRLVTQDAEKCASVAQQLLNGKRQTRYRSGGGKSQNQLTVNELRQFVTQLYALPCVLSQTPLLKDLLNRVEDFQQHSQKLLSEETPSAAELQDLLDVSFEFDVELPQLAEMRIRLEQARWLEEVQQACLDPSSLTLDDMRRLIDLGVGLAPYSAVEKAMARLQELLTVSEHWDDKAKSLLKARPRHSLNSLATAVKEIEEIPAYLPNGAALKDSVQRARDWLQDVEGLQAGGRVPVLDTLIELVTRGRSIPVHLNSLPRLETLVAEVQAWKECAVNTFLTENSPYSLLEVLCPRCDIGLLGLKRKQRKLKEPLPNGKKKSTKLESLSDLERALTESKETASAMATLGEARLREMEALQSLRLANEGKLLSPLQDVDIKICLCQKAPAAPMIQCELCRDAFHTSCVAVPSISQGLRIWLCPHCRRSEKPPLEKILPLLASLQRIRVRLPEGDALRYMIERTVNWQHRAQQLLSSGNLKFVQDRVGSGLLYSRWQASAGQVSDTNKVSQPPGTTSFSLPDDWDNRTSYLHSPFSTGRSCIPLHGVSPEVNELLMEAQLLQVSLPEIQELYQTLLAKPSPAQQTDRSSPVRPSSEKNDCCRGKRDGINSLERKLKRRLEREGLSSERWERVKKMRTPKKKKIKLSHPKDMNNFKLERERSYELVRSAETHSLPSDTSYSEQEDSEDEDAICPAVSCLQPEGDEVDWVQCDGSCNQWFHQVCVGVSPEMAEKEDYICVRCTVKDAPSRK
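qHTS format, multiple compound concentrations. Buffer 50 mM HEPES pH 7.5/0.01% Tween-20; 200 nM KDM5BΔAP final; 10 min compound preincubation; substrate-mix levels 12.5 µM peptide, 25 µM α-KG, 0.25 mM NAD⁺; 30 min RT; ΔRFU.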
* marks the source's active call; other numbers are inactive results; i = inactive; ? = inconclusive; & = joins results of further samples; [ ] = dose if it differs, or a comment. Potency is the fitted concentration of half-maximal effect. The list is partial (hit frequency here may not be typical).

A first look:
SMILES	KDM5B inhibitor
Cn1c(=O)c2c(nc(NCc3ccccc3)n2Cc2ccccc2)n(C)c1=O	9%&-4%
COc1cccc(CN2CCc3c(cc(C(=O)Nc4ccc(F)cc4C)n3C)C2)c1	?

The list itself, previewed entries included:
SMILES	KDM5B inhibitor
Cn1c(=O)c2c(nc(NCc3ccccc3)n2Cc2ccccc2)n(C)c1=O	9%&-4%
COc1cccc(CN2CCc3c(cc(C(=O)Nc4ccc(F)cc4C)n3C)C2)c1	?
COc1cccc(C(=O)N(C)CCCNC(=O)c2nc3ccccc3c(=O)[nH]2)c1	-1%
Cc1cccc(-c2n[nH]c(=S)n2/N=C/c2cccs2)c1	-6%
O=C(CCc1ccccc1Cl)NCc1cccc(C(F)(F)F)c1	-2%
CCOC(=O)c1oc2cc(OC(=O)c3ccco3)ccc2c(=O)c1-c1ccc(OC)c(OC)c1	11%
C#CC[N+]1(CC#Cc2ccccc2)CCCC1	8%
CC(=O)N(CCC1(Cc2ccccc2)CCCC1)C1CCOC(C)(C)C1 (stereo not drawn)	3%
CCn1c(SCC(=O)NC2CCCC2)nnc1C(C)NC(=O)c1ccccc1F (stereo not drawn)	14%
Cc1cc(/C=C(/C#N)c2nc3ccccc3[nH]2)cc(C)c1OCc1ccccn1	?
CN(C)CC(c1ccccc1)c1ccccc1	-1%
Cc1ccc(NC(=O)Cn2nc(-c3ccco3)ccc2=O)cc1C	-30%
CN(CC(=O)Nc1cccc(F)c1)C(=O)Cc1n[nH]c(=O)c2ccccc12	-12%
CCCNC(=O)N(C1CCOCC1)C1CCN(S(=O)(=O)c2ccccc2CC)CC1	-12%
CCc1ccc(CN2CCCC(c3nnc(CN4CCCC4)n3C)C2)cc1 (stereo not drawn)	?
COc1ccc(-c2cc(N3CCN(C(=O)c4ccc(OC)cc4OC)CC3)n[nH]2)cc1	-27%
CCOc1ccc(N2CC(NC(=O)C(CC)CC)CC2=O)cc1 (stereo not drawn)	1%
COc1ccc(C(=O)N[C@H]2CO[C@H]3[C@@H]2OC[C@@H]3n2nnnc2-c2ccc3c(c2)OCO3)cc1	17%
O=[S+]1([O-])NC2(CCN(CC3CCCCC3)C2)CNc2ccccc21 (stereo not drawn)	-2%
Cc1ccc(NS(=O)(=O)c2ccc(C(=O)NCC(c3ccccc3)N(C)C)cc2)cc1 (stereo not drawn)	13%
CCC(=O)N1Cc2ccccc2CC2(CCCCN2Cc2cccnc2)C1 (stereo not drawn)	-12%[115 µM]
CCOc1ccccc1CNC(=O)CCCn1c(=O)c2cccn2c2ccc(F)cc21	10%
CCOc1ccc(CCNC(=O)CCc2c(C)nc3c(-c4ccccc4)c(C)nn3c2C)cc1OCC	-14%
c1ccc2cc(Nc3ccc4ccccc4c3)ccc2c1	?
CC(C)CC(=O)NCCC1CCN(C(=O)NC2CCCCC2)CC1	16%
Cn1cc([C@@H](NC(=O)CCn2nnc3ccccc32)C2CC(O)C2)cn1 (stereo partly drawn)	-4%
CN1C[C@@H](NS(=O)(=O)c2ccc(C#N)cc2)C[C@H]1c1nc(-c2ccc(Cl)cc2)no1	?
O=C(Cc1ccc(Cl)cc1)Nc1nnc2n1CCS2	-26%
CCc1cccc(CC)c1NC(=O)Cn1nnc2sc(-c3ccccc3)cc2c1=O	-15%
Cc1ccc2c(CNCc3ccc(C)o3)c(C(=O)O)n(Cc3ccccc3C)c2c1	-17%
CC(C)CNS(=O)(=O)/C=C/c1ccc(F)cc1CNC(=O)OC(C)(C)C	21%
COc1ccc(-n2nnc(C(=O)NCc3cccs3)c2N)cc1OC	8%
COc1ccc(OC)c(NC(=O)c2ccccc2NC(=O)c2ccco2)c1	13%
Cc1ccc(C(=O)N(C)CC2CCOCC2)cc1F	17%
Cc1cccc(C)c1NC(=O)CCS(=O)(=O)c1cccc2nonc12	-9%
O=C(/C=C/c1cccs1)NC(=S)NNC(=O)c1ccccc1	-37%
COC(=O)c1ccc(CNC(=O)COC(=O)c2cc3ccccc3[nH]2)cc1	-7%
Cc1ccc2c(c1)N1C(=O)OC[C@@H]1CCN(C(=O)c1ccno1)C2	?
Cc1cc(=O)oc2cc(OS(=O)(=O)c3ccc(Cl)cc3)ccc12	23%
COc1ccc(Br)cc1/C=N/O	22%

Random excerpt: seven entries already listed
SMILES	KDM5B inhibitor
COc1ccc(OC)c(NC(=O)c2ccccc2NC(=O)c2ccco2)c1	13%
Cc1ccc2c(c1)N1C(=O)OC[C@@H]1CCN(C(=O)c1ccno1)C2	?
Cc1cccc(C)c1NC(=O)CCS(=O)(=O)c1cccc2nonc12	-9%
COc1ccc(Br)cc1/C=N/O	22%
Cc1cc(=O)oc2cc(OS(=O)(=O)c3ccc(Cl)cc3)ccc12	23%
O=C(/C=C/c1cccs1)NC(=S)NNC(=O)c1ccccc1	-37%
Cc1ccc(C(=O)N(C)CC2CCOCC2)cc1F	17%

Next section
SMILES	KDM5B inhibitor
COc1ccccc1NC(=O)COc1ccc2c(=O)c(-c3ccccc3)c(C)oc2c1	10%
O=C(c1nc2c(o1)CCN(Cc1cccc(F)c1)CC2)N1CCOCC1	-17%[86.2 µM]
CO[C@H]1[C@H](NC(=O)c2cnc(C)cn2)c2ccccc2C12CCNCC2	1%
CCOC(=O)CNC(=O)c1cc(-c2ccc(Cl)cc2)cn1C	-13%
N#Cc1ccc(CNc2cc(Cl)ccc2Cl)cc1	4%
CCCN(CCC)C(=O)Cc1c(C)[nH]c2ccc(C)cc12	-3%
CCOc1cccc(NC(=O)c2cccc(C)c2)c1	23%
Cc1c(Cl)cccc1NS(=O)(=O)c1cccc2nsnc12	23%
CN1Cc2nc(Nc3ccc(C(F)(F)F)cc3)ccc2OCC1=O	?
Cc1nc(CN2CCN(C(=O)[C@H]3CC[C@@H](N)C3)CC2)cs1	?
CNC(=O)c1ccc(NS(=O)(=O)c2ccc(NC(C)=O)cc2)cc1	-6%
O=C(c1cc(-c2ccccc2)n[nH]1)N1CCC2(CC1)CC(OCC1CC1)CCO2 (stereo not drawn)	0%
CC1CCCCC1NC(=O)CN1CCC(NC(=O)c2cccc(F)c2)CC1 (stereo not drawn)	-12%
Cn1nc(C(=O)N2CCCC(CN3CCOCC3)CC2)c2ccccc21 (stereo not drawn)	-12%
Cc1ccc(NC(=O)CCc2nc3cccnc3n2-c2ccccc2)cc1Cl	-14%
C=CCN1C(C(=O)OC)CN(Cc2cn(Cc3ccc(OC)cc3)nn2)CCS1(=O)=O (stereo not drawn)	-3%
CNC(=O)CCn1ncc2cc(OCc3ccccc3-c3ccc(F)cc3F)ccc21	?
O=C(c1ccccc1)N1CC[C@H](c2nnc(Cc3ccccc3)o2)C1	16%[86.2 µM]
Cc1cccc(C(C)C)c1NC(=O)Cn1nc(C(=O)O)c2ccccc2c1=O	0%
Cc1cccc(OCC(=O)Nc2cccc(C(=O)Nc3ccccc3C(=O)O)c2)c1C	13%
Cc1ccc(NS(=O)(=O)c2cc([N+](=O)[O-])ccc2N/N=C/c2ccc(C#N)cc2)c(C)c1	-11%
COc1cc(C(=O)Nc2cccc(-c3nc4cc(C)ccc4o3)c2C)cc(OC)c1OC	-10%
Cc1ncsc1CN1CCCC(C(=O)NCc2ccccc2)CCNC(=O)CC1 (stereo not drawn)	-8%
Cc1nsc(NC(=O)N2CCC(N)CC2)n1	22%
Cc1nnc(NC(=O)c2cc(=O)c3cc(Cl)cc(Cl)c3o2)s1	17%
CC(C)(C)c1ccc(C(=O)NC2(C(F)(F)F)NC(=O)N(CCc3ccccc3)C2=O)cc1 (stereo not drawn)	-14%
CC(C)CN1C(=O)N(Cc2ccccn2)C(=O)C12CCN(Cc1ccc3c(c1)CCO3)CC2	?
Cc1cccc(C(=O)c2ccccc2C(=O)O)c1	17%
CCOCCCNC(=O)c1c(C)noc1-c1ccc(OC)cc1	-11%
Cc1cc(NS(=O)(=O)c2ccc3c(c2)OCCO3)no1	-1%
CCCc1cc(=O)oc2cc(OC(C)C(=O)NCCCn3ccnc3)ccc12 (stereo not drawn)	260%[activator]
Cc1cccc(C)c1NC(=O)c1cc(S(=O)(=O)N2CCc3ccccc3C2)ccc1F	-26%
Cn1c(SCC(=O)Nc2c(F)c(F)cc(F)c2F)nc2c(=O)[nH]cnc21	11%
O=C(Cc1cccn1-c1ccc(Cl)cc1)N1CCCC1	?
CCCc1noc(-c2ccn3c(CNC(=O)c4ccc(C)cc4C)nnc3c2)n1	i
O=C(NCCc1ccccc1)C1CCN(C(=O)c2ncn3c2COC(c2ccc(F)cc2)C3)CC1 (stereo not drawn)	30%
CN(C)C(=O)N(C)Cc1cccc(C(F)(F)F)c1	29%[86.2 µM]
Clc1ccc(CSc2c[nH]c3ccccc23)cc1	-8%
CCCN1CCC(N2CCC(N3CCC(C(=O)NCc4cccnc4)CC3)CC2)CC1	30%
CCC(Oc1ccccc1)C(=O)Nc1nnc(S(=O)(=O)Nc2ccccc2)s1 (stereo not drawn)	7%

The list goes on, overlapping the part above by two compounds.
SMILES	KDM5B inhibitor
CCCN1CCC(N2CCC(N3CCC(C(=O)NCc4cccnc4)CC3)CC2)CC1	30%
CCC(Oc1ccccc1)C(=O)Nc1nnc(S(=O)(=O)Nc2ccccc2)s1 (stereo not drawn)	7%
Cn1c(CN2CCN(CCN3CCOCC3)CC2)nnc1C1CC(N)C1 (stereo not drawn)	15%
Cc1cc2ccccc2nc1-c1cccc(O)c1	-7%
CCn1c(-n2nc(C)cc2C)nc2c1c(=O)n(CC(=O)C(C)(C)C)c(=O)n2C	13%
CCc1ocnc1C(=O)NC1CC(c2cc(N3CCC(O)C3)ncn2)C1 (stereo not drawn)	20%
CCOC(=O)CCN(CC1CC1)C(=O)c1cccs1	18%
COc1ccc(C(=O)N2CCC3(CC2)NC(=O)N(c2ccc(F)cc2)N3)cc1	5%
Cc1ncoc1C(=O)N1CCOc2ccc(CCC(N)=O)cc2C1	-13%
CCc1ccccc1N(CC)C(=O)c1cc2c(s1)-c1ccccc1SC2	?
N#C/C(=C\c1ccc(OCC(=O)N2CCOCC2)cc1)C(=O)Nc1ccccc1	-5%
COc1ccc(C2Cn3cnc(C(=O)N4CCC(C(=O)NCc5ccncc5)CC4)c3CO2)cc1 (stereo not drawn)	-6%
Clc1cccc(-c2nnc(-c3ccno3)o2)c1	31%
CC(c1nc2ccccc2s1)N(C)C(=O)c1cccc(S(=O)(=O)Nc2ccc(Cl)cc2)c1 (stereo not drawn)	5%
O=C(Cn1nnc(-c2ccccc2Cl)n1)N1CCCC1c1ccc2c(c1)OCCO2 (stereo not drawn)	9%
CC(C)Cn1c(=O)c2sccc2n(CC(=O)NCC2CCCO2)c1=O (stereo not drawn)	18%
COc1cc(SC)ccc1C(=O)N[C@H]1CCN2C(=O)N(c3cccc(C(F)(F)F)c3)C(=O)[C@@H]2C1	-16%
NCCN1C(=O)CC[C@H]2CN(C(=O)c3ccc(Cl)s3)CC[C@H]21	17%
Cc1ccc(C)c(NC(=O)COC(=O)c2nc(-c3ccccc3)oc2C)c1	-6%
CC(=O)Nc1ccc(S(=O)(=O)Nc2ccc(-c3cn4c(C)csc4n3)cc2)cc1	-6%
CC(=O)N1CC2(CCCN(Cc3ccc(Cl)cc3)C2)Cc2ccccc21 (stereo not drawn)	17%[115 µM]
COc1ccc(CC(=O)N2CC(=O)Nc3ccc(F)cc3C2c2ccccc2)cc1 (stereo not drawn)	-2%
COC(=O)CNC(=O)N1CC(c2nc(CCOc3cccc(C)c3)no2)C1	7%
CCNC(=O)N[C@H]1[C@H](O)[C@@H](N2CCN(C(C)=O)CC2)[C@@H]2OC[C@H]1O2	-22%[86.2 µM]
Cc1ccc(Cl)cc1-n1c(=O)c2sc3ccccc3c2n(Cc2ccccc2)c1=O	-7%
CCOc1ccc(Cn2c(CNS(=O)(=O)c3c(C)cc(C)cc3C)nc3cccnc32)cc1	?
COCCN1CCCCCC(O)c2cc(C(=O)NCCCN(C)C)ccc21 (stereo not drawn)	?
O=C(NCCc1ccccc1)c1nn(-c2ccccc2F)nc1CO	-18%
Cc1cc(C)cc(-n2ccnc2SCC(=O)Nc2ccc(C)c(Cl)c2)c1	-12%
CCn1ccc(C(=O)N2C[C@@H](CO)[C@H](c3ccccn3)C2)n1	4%
COc1cc(-c2oc3ccc(C)cc3c(=O)c2O)cc(OC)c1OC	13%
Cc1onc(-c2cnn(C)c2NCc2ccc(C#N)cc2)c1C(=O)N1CCCC1	-22%[86.2 µM]
CC(C)N1C(=O)Cc2ccccc2C1C(=O)NCc1ccccc1 (stereo not drawn)	4%
CC(=O)c1ccc(N2CCN(CC(=O)N(C3CC3)C3CCS(=O)(=O)C3)CC2)c(F)c1 (stereo not drawn)	-23%
COC(=O)c1ccc2c(=O)n3nc(Nc4ccc(F)cc4F)sc3nc2c1	3%
Cc1cccc(C(=O)N2CCC(N3CC4CC(C3)[C@H]3CCCC(=O)N3C4)CC2)c1 (stereo partly drawn)	?
CCc1ccc(CNC(=O)c2cc(=O)[nH]c3ccc(S(=O)(=O)N4CCCCC4)cc23)cc1	-9%
CN(C)c1ccc(C(CNC(=O)Cc2ccc(Cl)cc2)N2CCOCC2)cc1 (stereo not drawn)	-16%
Cc1ccccc1-c1nc(SCC(=O)NCc2ccco2)c2c(=O)n(C)c(=O)n(C)c2n1	8%
COc1ccc(C2Cn3nnc(-c4noc(-c5cccc(N(C)C)c5)n4)c3CO2)cc1 (stereo not drawn)	?
Cc1ccc(NC(=O)CCC(=O)N2Cc3ccccc3Oc3ncccc32)c(C)c1	-6%
